Bioassay records deposited in PubChem by National Center for Advancing Translational Sciences (NCATS).
Pol kappa inh = qHTS for Inhibitors of Polymerase Kappa | DNA polymerase kappa (Homo sapiens), Q9UBT6 | AID 588579, 2011 | Potency, µM (top dose mostly 107 µM), for the others: top-dose activity, negative = inhibition, actives largely listed as inhibitors | actives 0.53% (n = 400,000) | purified Pol kappa, fluorescent DNA synthesis assay, 10 min; also: potency is read from the fitted curve at half-maximal effect; % is scaled to controls: 0 for no effect and ±100 for the full control effect
Target sequence (Q9UBT6 whole entry, looked up): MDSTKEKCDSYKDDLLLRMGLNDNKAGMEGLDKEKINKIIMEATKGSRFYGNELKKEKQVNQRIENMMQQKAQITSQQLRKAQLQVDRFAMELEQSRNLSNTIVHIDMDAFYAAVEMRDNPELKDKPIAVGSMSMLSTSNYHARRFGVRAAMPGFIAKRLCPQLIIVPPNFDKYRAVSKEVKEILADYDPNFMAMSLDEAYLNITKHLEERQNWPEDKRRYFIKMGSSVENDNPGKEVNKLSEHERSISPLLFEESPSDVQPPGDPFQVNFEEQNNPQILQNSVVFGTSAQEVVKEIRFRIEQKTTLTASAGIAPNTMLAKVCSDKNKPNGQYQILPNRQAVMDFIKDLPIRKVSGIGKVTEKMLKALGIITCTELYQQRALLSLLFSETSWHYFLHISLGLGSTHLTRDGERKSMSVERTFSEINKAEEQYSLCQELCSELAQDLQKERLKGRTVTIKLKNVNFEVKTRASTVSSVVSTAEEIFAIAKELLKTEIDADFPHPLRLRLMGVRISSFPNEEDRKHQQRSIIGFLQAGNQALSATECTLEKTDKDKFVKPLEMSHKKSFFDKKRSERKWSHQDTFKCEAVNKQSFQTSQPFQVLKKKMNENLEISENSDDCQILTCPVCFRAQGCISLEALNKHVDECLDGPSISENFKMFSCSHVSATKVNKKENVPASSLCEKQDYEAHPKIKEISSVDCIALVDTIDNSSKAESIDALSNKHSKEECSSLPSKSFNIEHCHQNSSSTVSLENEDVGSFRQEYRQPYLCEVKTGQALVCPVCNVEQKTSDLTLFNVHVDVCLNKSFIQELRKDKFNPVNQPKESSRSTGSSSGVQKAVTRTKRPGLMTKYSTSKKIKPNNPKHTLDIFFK
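Inhibition of 10 nM Pol kappa is measured by a fluorescent read-out at 0 and 10 min following addition of 50 nM substrate (final), with a 15-min room-temperature compound preincubation.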
APEX1 inh = qHTS Assay for Inhibitors of the Human Apurinic/apyrimidinic Endonuclease 1 (APE1) | AID 2517, 2012 | DNA repair nuclease/redox regulator APEX1 (Homo sapiens), P27695 | recombinant APE1, TAMRA/BHQ-2 abasic DNA cleavage fluorescence | actives 0.35% (n = 350,000) | Potency, µM (series often up to 65.8 µM), without a hit: at the top dose activity change, negative = inhibition, most hits filed as inhibitors;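 also: potency is read from the fitted curve at half-maximal effect; plate controls were vehicle for no effect and reference inhibitor for full effect; nearly all actives have a fitted effect of over 55% in size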
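0.75 nM APE1 + cpd, 15 min RT; start w/ 50 nM TAMRA/BHQ-2 THF-abasic dsDNA; kinetic fluor 525/598 nm ×3 reads @60 s; Δ(read3−read1); normalized to DMSO and NSC13755 control wells.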
Apoferritin bind = qHTS Assay for Identification of Novel General Anesthetics; apoferritin/1-aminoanthracene competitive binding, fluorescence; Potency, µM (titrated, usually from 77.5 µM), inactives show top-dose activity change, negative = displacement, hits mostly inhibitors; actives 0.074% (n = 350,000); also: potency is read from the fitted curve at half-maximal effect; % is scaled to controls: 0 for no effect and ±100 for the full control effect; nearly all actives have a fitted effect of over 20% in size
Target sequence (P02791 2-175 limits assumed): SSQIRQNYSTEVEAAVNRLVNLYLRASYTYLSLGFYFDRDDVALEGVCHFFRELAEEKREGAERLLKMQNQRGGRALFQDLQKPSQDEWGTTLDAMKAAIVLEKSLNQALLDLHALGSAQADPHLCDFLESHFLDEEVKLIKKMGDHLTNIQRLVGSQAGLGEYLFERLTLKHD
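Read-out: endpoint 1-AMA fluorescence, excitation 380 nm and emission 535 nm, after compounds sit 10 min at room temperature with 10 uM horse-spleen apoferritin in 50% saturated 1-AMA/PBS. Values come from four-parameter Hill fits.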
LDHA block = qHTS assay for inhibitors of human lactate dehydrogenase. L-lactate dehydrogenase A chain (Homo sapiens), P00338. activity change, % (values are at about 110 or 230 µM). actives 0.15% (n = 480,000). purified LDHA, NADH/diaphorase-resazurin fluorescence; hits give low values; in the data active = activity change below about -30%; inconclusive = mostly about -25% to -30%;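 also: plate controls were DMSO wells for no effect and wells without enzyme for full effect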
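Human LDH5 (2 nM) was incubated with 0.06 mM NADH and 0.2 mM pyruvate for 5 min at room temperature in Tris pH 7.4. Remaining NADH was coupled through diaphorase/resazurin, and resorufin fluorescence was read at 0 and 20 min.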
POLB inh = qHTS Assay for Inhibitors of DNA Polymerase Beta | P06746 | Pol beta primer extension/strand displacement, fluorescence kinetic | Potency, µM (highest dose often 114 µM), for inactives: at the top dose activity change, negative = inhibition, hits mostly inhibitors | actives 1.3% (n = 340,000); also: potency is read from the fitted curve at half-maximal effect; % is scaled to controls: 0 for no effect and ±100 for the full control effect
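Pol beta (10 nM) and compounds were preincubated 15 min at room temperature, then 50 nM substrate (final) started primer extension/strand displacement. Reads were taken at 0 and 10 min; concentration-response data were fitted to a four-parameter Hill equation.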
12-LOX inh = Primary qHTS assay for inhibitors of human arachidonate 12S-lipoxygenase (ALOX12): Round 2 | Polyunsaturated fatty acid lipoxygenase ALOX12 (Homo sapiens), P18054 | purified 12hLO, xylenol orange hydroperoxide absorbance | Potency, µM (top dose mostly 108 µM), inactives show at the top dose activity change, negative = inhibition, actives largely listed as inhibitors | actives 1.1% (n = 580,000) | AID 1671190, 2021; also: potency is read from the fitted curve at half-maximal effect; % is scaled to controls: 0 for no effect and ±100 for the full control effect
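Hydroperoxide product was detected by ferrous iron/xylenol orange as the 573 to 405 nm absorbance ratio. Arachidonic acid at 40 uM (final) was turned over for 30 min at room temperature by 150 nM human 12hLO, pH 7.0 Hepes buffer, after 15 min compound preincubation.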
RGS4 inhibitor = Inhibitors of Regulator of G Protein Signaling (RGS) 4: qHTS; Transcreener GDP fluorescence polarization, RGS4-accelerated GTP hydrolysis; Potency, µM (top dose mostly 114 µM), without a hit: at the top dose activity change, negative = inhibition, actives largely listed as inhibitors; actives 0.039% (n = 390,000); AID 504845, 2011; Regulator of G-protein signaling 4 (Homo sapiens), P49798; also: potency is read from the fitted curve at half-maximal effect; % is scaled to controls: 0 for no effect and ±100 for the full control effect; nearly all actives have a fitted effect of over 75% in size; some results filed as inactive show a strong effect at the top dose
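MLSMR compounds (23 nl, pin-transferred) preincubated 10 min at room temperature with a 500nM (2x) first reagent, then RGS4 at 900nM (2x) plus Transcreener GDP mix added; fluorescence polarization (620/688 nm) read before and after 90 min at 30 °C.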
Pol eta inh = qHTS for Inhibitors of Polymerase Eta | DNA polymerase eta (Homo sapiens), Q9Y253 | Potency, µM (highest dose often 114 µM), without a hit: at the highest dose activity change, negative = inhibition, hits mostly inhibitors | actives 1.2% (n = 390,000) | recombinant Pol eta, fluorescent DNA replication assay; also: potency is read from the fitted curve at half-maximal effect; % is scaled to controls: 0 for no effect and ±100 for the full control effect
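Pol eta (10 nM) was preincubated with compounds for 15 min at room temperature, after which fluorescent replication substrate (50 nM final) was added to start the reaction. Fluorescence was read kinetically at 0 and 10 min.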
ERG-DNA inh = qHTS for Small Molecule Inhibitors of the ERG Ets/DNA interaction; AID 624246, 2012; actives 0.028% (n = 370,000); Potency, µM (doses to about 76.9 µM), without a hit: top-dose FP activity, negative = inhibition, actives largely listed as inhibitors; Transcriptional regulator ERG (Homo sapiens), P11308; fluorescence polarization, His-ERG Ets domain / labelled DNA; active = well fitted inhibition curve with a large enough effect in the polarisation, with a control signal flat; inconclusive = small, poorly fitted or top-dose-only effect, or effect the other way, or a change in a side signal; inactive = no such curve, though single readings can be large or run the other way; the % refers to the polarisation;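 also: polarization taken with two DNA probes labelled with fluorescein and Texas red; potency is read from the fitted curve at half-maximal effect; % of control where 0% means no effect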
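His-tagged ERG Ets domain (1 uM in the protein solution; 300mM KCl, 50mM Tris-HCl, 1mM EDTA, 1mM DTT, pH 7.5) received compound, then a probe mix of 5 nM fluorescein-DNA and 100nM Texas-615-DNA. Fluorescence polarization was read for both dyes.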
* hit, by the source's call; & = joins results of further samples; [ ] = dose if it differs, or a comment. Unless noted, calls follow the shape of the dose curve; as a rule, active = well fitted curve in the direction sought with a large enough effect; inconclusive = small, poorly fitted or top-dose-only effect, or another doubt; inactive = no such curve, though single readings can be large; an effect the other way counts as inactive or inconclusive.

How did CCOc1nc(NCCN2CCOCC2)nc(NC(C)C)n1 do in these assays?
Pol kappa inh: -9%; APEX1 inh: 19%; Apoferritin bind: 7%; LDHA block: -5; POLB inh: 40%; 12-LOX inh: 0%[57.4 µM]; RGS4 inhibitor: 11%; Pol eta inh: -8%; ERG-DNA inh: -7%

How did CCC(NC(=O)c1ccccc1NC(=O)c1ccc(C)cc1)C(=O)O (stereo not given) do in these assays?
Pol kappa inh: -2%; APEX1 inh: 2%; Apoferritin bind: -7%; LDHA block: -7; POLB inh: -3%; 12-LOX inh: -1%; RGS4 inhibitor: -2%; Pol eta inh: -1%; ERG-DNA inh: -5%

How did COc1cc(C(F)(F)F)ccc1C(=O)NCCc1ccco1 do in these assays?
Pol kappa inh: -24%; APEX1 inh: -2%; Apoferritin bind: -15%; LDHA block: -1; POLB inh: 11%; 12-LOX inh: 41%[activator]; RGS4 inhibitor: -2%; Pol eta inh: -17%; ERG-DNA inh: -7%

Results for Cc1nc2c(c(=O)c3ccccc3n2C)c(=O)n1-c1ccc(F)cc1 ?
Pol kappa inh: 18%; APEX1 inh: -1%; Apoferritin bind: -1%; LDHA block: 4; POLB inh: 19%; 12-LOX inh: 57%[activator]; RGS4 inhibitor: -14%; Pol eta inh: 0%; ERG-DNA inh: -16%

Results for CCOc1ccc(NC(=O)Cn2c(=O)cc(C)c3c(C)nn(C)c32)cc1 ?
Pol kappa inh: 0%; Apoferritin bind: 4%; LDHA block: -7; POLB inh: 55%[activator]; 12-LOX inh: -10%; RGS4 inhibitor: -2%; Pol eta inh: -4%; ERG-DNA inh: -1%

Results for Cc1ccccc1OCC(=O)NCC(=O)OCC(=O)c1ccc2ccccc2c1 ?
Pol kappa inh: 4%&6%; APEX1 inh: 4%; Apoferritin bind: inconclusive; LDHA block: -1&0; POLB inh: -22%; 12-LOX inh: 11%; RGS4 inhibitor: -13%&-24%; Pol eta inh: -13%; ERG-DNA inh: -2%

Results for COc1ccc(NC(=O)C(C)Sc2ccccc2)cc1 (stereo not given) ?
Pol kappa inh: -6%; APEX1 inh: 6%; Apoferritin bind: -19%; LDHA block: -8; POLB inh: 5%; 12-LOX inh: 21%; RGS4 inhibitor: inconclusive; Pol eta inh: -17%; ERG-DNA inh: -3%

What do the screens show for `Cc1cccc(OCC(=O)Nc2nnc(S(=O)(=O)N3CCCCC3)s2)c1`?
Pol kappa inh: 3%; APEX1 inh: 11%; Apoferritin bind: -16%; LDHA block: -2; POLB inh: 1%; 12-LOX inh: -11%; RGS4 inhibitor: -1%; Pol eta inh: -18%; ERG-DNA inh: 41%[activator]

Results for CCOC(=O)Cc1c(C)nc2c(-c3ccccc3)c(C)nn2c1C ?
Pol kappa inh: -18%; APEX1 inh: 6%; Apoferritin bind: 3%; LDHA block: -5; POLB inh: -30%; 12-LOX inh: -18%; RGS4 inhibitor: 23%; Pol eta inh: -7%; ERG-DNA inh: -10%

What do the screens show for `CCc1cccc(NC(=O)C2CCCN2C(=O)Nc2ccc(C)cc2)c1` (stereo not given)?
Pol kappa inh: -3%; APEX1 inh: -13%; Apoferritin bind: -8%; LDHA block: -6; POLB inh: -7%; 12-LOX inh: 17%; RGS4 inhibitor: 7%; Pol eta inh: -14%; ERG-DNA inh: -4%

How did COc1ccc(S(=O)(=O)NCCS(=O)(=O)N2CCN(c3ccccc3)CC2)cc1 do in these assays?
Pol kappa inh: 7%; APEX1 inh: -8%; LDHA block: 2; 12-LOX inh: -12%; RGS4 inhibitor: -23%; Pol eta inh: -12%; ERG-DNA inh: 6%

How did Cc1ccc(S(=O)(=O)N2CCN3CCCC3C2)cc1 (stereo not given) do in these assays?
Pol kappa inh: -7%; APEX1 inh: 4%; Apoferritin bind: -1%; LDHA block: -9; POLB inh: -27%; 12-LOX inh: 3%; RGS4 inhibitor: 1%; Pol eta inh: -1%; ERG-DNA inh: -5%

What do the screens show for `O=C(CSc1nnc(-c2ccc(C(F)(F)F)cn2)o1)Nc1ccccc1Cl`?
Pol kappa inh: -5%; APEX1 inh: 0%; Apoferritin bind: 1%; LDHA block: 5; POLB inh: 22%; 12-LOX inh: 6%; RGS4 inhibitor: inconclusive; Pol eta inh: 4%; ERG-DNA inh: 3%

How did O=c1cnnc(SCc2ccc([N+](=O)[O-])cc2)[nH]1 do in these assays?
Pol kappa inh: -14%; APEX1 inh: 0%; Apoferritin bind: -17%; LDHA block: 2; POLB inh: -3%; 12-LOX inh: -2%; RGS4 inhibitor: 13%; Pol eta inh: -1%; ERG-DNA inh: 7%

Results for COC(=O)c1c(NC(=O)c2ccccc2N(C)S(=O)(=O)c2ccccc2)sc2c1CCCC2 ?
Pol kappa inh: -2%; APEX1 inh: 1%; Apoferritin bind: -8%; LDHA block: -8; POLB inh: 0%; 12-LOX inh: 1%; RGS4 inhibitor: 1%; Pol eta inh: -5%; ERG-DNA inh: -1%

What do the screens show for `COc1cccc(/C=C/c2onc(C)c2S(=O)(=O)N2CCC(C(=O)N3CCCCC3)CC2)c1`?
Pol kappa inh: -17%[60.1 µM]; Apoferritin bind: -7%; LDHA block: -12; POLB inh: 5%; 12-LOX inh: -26%; RGS4 inhibitor: 0%; Pol eta inh: -12%; ERG-DNA inh: 2%

Results for c1cncc(CSc2ccc(-c3ccc4c(c3)OCO4)nn2)c1 ?
Pol kappa inh: -2%; APEX1 inh: -10%; Apoferritin bind: -18%; LDHA block: -6; POLB inh: 4%; 12-LOX inh: -8%; RGS4 inhibitor: 3%; Pol eta inh: -13%; ERG-DNA inh: -6%

Results for O=C1C2C(C(=O)N1CC1CCCO1)C1C=CC2C12CC2 (stereo not given) ?
Pol kappa inh: -7%; APEX1 inh: 3%; Apoferritin bind: -22%; LDHA block: -6; POLB inh: -14%; 12-LOX inh: 56%[activator]; RGS4 inhibitor: -1%; Pol eta inh: -18%; ERG-DNA inh: -21%

How did O=C(NNC(=O)C1CCN(S(=O)(=O)c2c(Cl)cccc2Cl)CC1)c1ccccc1O do in these assays?
Pol kappa inh: -17%; APEX1 inh: 8%; LDHA block: 1; 12-LOX inh: -20%; RGS4 inhibitor: 4%; Pol eta inh: -9%; ERG-DNA inh: 8%

What do the screens show for `COc1ccccc1CCNC(=O)Cn1ccc2cc(S(=O)(=O)N3CCCCCC3)ccc21`?
Pol kappa inh: -19%; Apoferritin bind: 54%[activator]; LDHA block: -13; POLB inh: 22%; 12-LOX inh: 1%; RGS4 inhibitor: 17%; Pol eta inh: -15%; ERG-DNA inh: 8%

How did COc1cccc(C2(c3cccc(OC)c3)CC2C(=O)Nc2ccccc2Cl)c1 (stereo not given) do in these assays?
Pol kappa inh: -9%; APEX1 inh: -4%; Apoferritin bind: -10%; LDHA block: 2; POLB inh: 2%; 12-LOX inh: -10%; RGS4 inhibitor: -18%; Pol eta inh: -14%; ERG-DNA inh: -6%

How did CN1CCN(c2ccc(NC(=O)C(C)(c3ccccc3)c3ccccc3)cc2)CC1 do in these assays?
Pol kappa inh: -12%; APEX1 inh: 6%; Apoferritin bind: -4%; LDHA block: -4; POLB inh: 38%; 12-LOX inh: -5%; RGS4 inhibitor: 4%; Pol eta inh: 1%; ERG-DNA inh: 1%

How did CCCCCC(=O)N(CN1C(=O)CCC1=O)c1ccccc1 do in these assays?
Pol kappa inh: 12%; APEX1 inh: 3%; Apoferritin bind: 3%; LDHA block: 0; POLB inh: 2%; 12-LOX inh: 18%; RGS4 inhibitor: -39%; Pol eta inh: -8%; ERG-DNA inh: -3%

What do the screens show for `Cc1cc(C(=O)CSc2nn3c(=O)c(C(C)(C)C)nnc3s2)c(C)n1C1CC1`?
Pol kappa inh: 0%; APEX1 inh: 0%; Apoferritin bind: inconclusive; LDHA block: -1; POLB inh: -17%; 12-LOX inh: -1%; RGS4 inhibitor: -37%; Pol eta inh: -13%; ERG-DNA inh: 14%

Results for CC1(C)Cc2nc3sc4c(=O)[nH]cnc4c3cc2CS1 ?
Pol kappa inh: -17%; APEX1 inh: 0%; Apoferritin bind: 2%; LDHA block: 3; POLB inh: inconclusive; 12-LOX inh: 0%; RGS4 inhibitor: -14%; Pol eta inh: inconclusive; ERG-DNA inh: -9%

What do the screens show for `Cc1cc(S(=O)(=O)NC2CCCCC2)ccc1OCC(=O)NCc1cccnc1`?
Pol kappa inh: 2%; APEX1 inh: 5%; Apoferritin bind: -18%; LDHA block: -6; POLB inh: -2%; 12-LOX inh: 11%; RGS4 inhibitor: 19%; Pol eta inh: -8%; ERG-DNA inh: 4%

How did COCCN1Cc2cc3cc(C)ccc3nc2SC1=Nc1ccc(OC)cc1 do in these assays?
Pol kappa inh: 3%; APEX1 inh: -4%; Apoferritin bind: -5%; LDHA block: -4; POLB inh: -7%; 12-LOX inh: -6%; RGS4 inhibitor: 17%; Pol eta inh: -25%; ERG-DNA inh: 0%

A portion of the library, so the mix of outcomes need not match the whole.
